CHOP inh = CHOP inhibition in unfolded protein response; CHO-K1 CHOP-promoter luciferase, tunicamycin-induced, 15-18 h; inhibition, % at 10 µM; 220,000 compounds, 3.8% hits;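 active = compounds that reduced the stress-induced luciferase reporter signal by more than about 70% of percent inhibition, limit read from the data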;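 also: 0% = tunicamycin plus vehicle and 100% = wells without tunicamycin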
FXIa inh = factor XIa (human) inhibition. P03951. purified FXIa, Boc-Glu-Ala-Arg-AMC fluorogenic substrate. inhibition, % at 5 µM. 220,000 compounds, 0.14% hits. AID 798;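 active = inhibition of at least 40%; inactive = inhibition below 40%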;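 also: fluorescence of freed AMC excited at 355 nm; 0% = enzyme without compound and 100% = no enzyme blank; many of its hits are not listed in these tables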
Wee1 stabilizer = blocks degradation of human Wee1 kinase | reporter increase, % at 5 µM | 220,000 compounds, 1.2% hits | HeLa Luc-Wee1K328M stability, luciferase luminescence; 100% = proteasome inhibitor MG132 effect;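 active = activation above the mean of all tested compounds plus 3 SD, set per screening run, cut at about 8.8% in these data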;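 also: cells exposed to compound for 20 h before luminescence read; 0% = DMSO alone and 100% = MG132 at 30 µM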
PGE2 EP2 inh = blocks the human prostaglandin E2 receptor EP2. inhibition, % at 25 µM. 260,000 compounds, 0.52% hits. C6 glioma cells expressing human EP2, cAMP TR-FRET; cells stimulated with saturating PGE2. P43116. AID 1422;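 active = percent inhibition above 40 after rounding to a whole number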;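 also: rat C6 glioma host cells with rolipram phosphodiesterase inhibitor present; the protocol text gives 20 µM as final concentration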
Target sequence (P43116 whole entry, looked up): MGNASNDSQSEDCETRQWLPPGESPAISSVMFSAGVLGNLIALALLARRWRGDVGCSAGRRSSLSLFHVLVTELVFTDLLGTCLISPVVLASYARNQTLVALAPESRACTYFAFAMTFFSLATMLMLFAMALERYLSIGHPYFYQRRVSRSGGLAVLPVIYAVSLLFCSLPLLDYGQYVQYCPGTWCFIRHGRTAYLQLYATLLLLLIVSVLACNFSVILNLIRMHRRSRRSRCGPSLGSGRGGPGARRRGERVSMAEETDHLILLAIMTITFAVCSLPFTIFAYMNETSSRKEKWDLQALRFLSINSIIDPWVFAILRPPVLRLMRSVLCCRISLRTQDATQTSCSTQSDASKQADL
L929 necroptosis = blocks zVAD induced death of L929 cells. 220,000 compounds, 0.38% hits. L929 zVAD necroptosis rescue, ATP luminescence, 24 h; with zVAD 60 µM. viability rescue, % at 10 µM. AID 1377;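 active = activation, scaled between plate controls, above about 75%, limit read from the data; inactive = activation under that limit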;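 also: 0% = zVAD with DMSO and 100% = DMSO alone without zVAD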
PPC-1+TRAIL kill = kills PPC-1 cancer cells in the presence of TRAIL | PPC-1 cells + TRAIL, ATPLite viability luminescence | cell killing (% activity), % at 4 µM | 220,000 compounds, 0.41% hits | AID 1443;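 active = cell killing above 50% in the first pass at 4 µM, then a duplicate retest at 5 µM averaging 50% or more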;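 also: plate controls were cells with TRAIL plus DMSO for no effect and medium-only wells lacking cells for full effect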
TNF necrop inh = TNF-alpha cell death inhibition in Jurkat FADD-/- cells | Jurkat FADD-/- TNF necroptosis rescue, ATP luminescence, 24 h; 0 = TNF only, 100 = no-TNF cells | AID 463075 | activation (protection from cell death), % at 10 µM | 220,000 compounds, 0.068% hits;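 active = activation, meaning protection from cell death, of at least 50% relative to plate controls; inactive = activation below 50%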;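 also: necroptosis triggered by 40 ng/mL TNF-alpha added together with compound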
Tb hexokinase = blocks Trypanosoma brucei hexokinase 1 activity. recombinant TbHK1, G6PDH-coupled NADH A340. inhibition, % at 10 µM. 220,000 compounds, 0.11% hits. AID 1430;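 active = inhibition of 50% or more in the single-dose primary screen; inactive = inhibition below 50%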
FXIIa inh = factor XIIa (human) inhibition; purified FXIIa, Boc-QGR-AMC fluorogenic substrate, 2 h; P00748; AID 800; inhibition, % at 5 µM; 220,000 compounds, 0.3% hits; in the data active = inhibition above about 40%;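 also: 0% = enzyme with no compound and 100% = blank without enzyme; many of its hits are not listed in these tables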
Target sequence (P00748 20-372 limits assumed): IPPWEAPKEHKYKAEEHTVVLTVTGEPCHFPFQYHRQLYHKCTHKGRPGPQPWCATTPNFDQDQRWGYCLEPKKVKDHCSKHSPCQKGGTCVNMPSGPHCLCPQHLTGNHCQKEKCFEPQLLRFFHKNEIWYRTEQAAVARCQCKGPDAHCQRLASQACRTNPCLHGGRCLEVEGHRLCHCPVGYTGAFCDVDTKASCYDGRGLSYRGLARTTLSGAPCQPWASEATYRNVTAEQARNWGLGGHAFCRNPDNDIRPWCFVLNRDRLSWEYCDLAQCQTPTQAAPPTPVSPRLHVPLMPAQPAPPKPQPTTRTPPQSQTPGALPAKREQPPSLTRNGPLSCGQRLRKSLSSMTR
Target sequence (P00748 373-615 limits assumed): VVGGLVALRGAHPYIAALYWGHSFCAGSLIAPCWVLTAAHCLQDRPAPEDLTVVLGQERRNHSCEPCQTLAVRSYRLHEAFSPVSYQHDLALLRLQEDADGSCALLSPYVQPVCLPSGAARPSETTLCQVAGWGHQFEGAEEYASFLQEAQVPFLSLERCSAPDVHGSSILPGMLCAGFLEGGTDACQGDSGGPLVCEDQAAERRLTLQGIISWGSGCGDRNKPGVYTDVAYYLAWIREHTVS
Active calls of the source: *; / = not tested or not shown; & = joins results of further samples. The list is partial. The share of hits here may be higher or lower than overall.

Fields: TNF necrop inh	PPC-1+TRAIL kill	FXIIa inh	L929 necroptosis	Tb hexokinase	Wee1 stabilizer	FXIa inh	PGE2 EP2 inh	CHOP inh
- Cc1cccn(Cc2c(F)cccc2Cl)c1=O
  48.0	1.3	5.5	1.0	26.0	4.9	11.2	2.4	14.4
- CC(C)NC(=O)NNC(=O)c1cc(COc2cc(Cl)cc(Cl)c2)on1
  4.0	-7.0	1.3	-0.3	-7.9	-0.5	-1.5	9.7	-0.9
- CC(CCc1ccccc1)NC(=O)COC(=O)c1cccc2ccccc12 (stereo unspecified)
  1.0	-2.0	7.1	/	-3.1	2.2	-0.2	4.3	35.3
- Cc1ccc(-c2nn(-c3ccccc3)cc2C(=O)O)o1
  -0.3	16.7	5.8	2.4	2.4	-0.3	-2.3	5.9	-6.4
- CN1[C@@H]2CC[C@H]1CC(OC(=O)C(CO)c1ccccc1)C2 (stereo partly specified)
  1.5	13.9	10.1	4.7	0.0	4.1	8.6	17.5	18.1
- CC(=O)N(CCO)Cc1cc2cc(C)cc(C)c2[nH]c1=O
  1.1	-1.8	4.5	0.1	-13.7	-2.3	-2.3	0.6	49.8
- CC(C)CC1(C(=O)O)NC(c2ccccc2O)C2C(=O)N(C(C)C)C(=O)C21 (stereo unspecified)
  4.4	0.0	8.4	1.6	-5.1	-2.4	0.3	19.9	-7.5
- COC(=O)Cn1cc(/C=C/[N+](=O)[O-])c2ccccc21
  0.7	42.3	5.3	0.0	-9.3	-1.9	-2.6	9.9	7.8
- O=C(NCc1ccccc1)C1=C[C@H](C2CC2)C[C@H](OCCCCO)O1
  -0.2	23.3	10.6	-0.5	-10.3	0.9	0.3	5.9	8.2
- CCn1c(SCC(=O)NCCc2ccc(OC)c(OC)c2)nc2c1c(=O)n(C)c(=O)n2C
  0.2	7.8	22.6	-0.4	2.3	1.6	4.7	5.6&21.5	-6.4
- Cc1cc(=O)c2cc(C(=O)c3ccccc3)ccc2[nH]1
  -1.5	21.4	10.6	0.6	-26.3	-3.0	5.2	9.9	-4.3
- O=C(CN1CCOCC1)OCCCC1CCCCC1
  0.0	12.7	15.5	1.1	-6.2	-1.7	19.5	10.1	8.8
- Cc1ccc(Cl)cc1N1CCN(C(=O)CN(c2ccccc2)S(=O)(=O)N(C)C)CC1
  0.9	0.0	9.8	0.0	12.3	0.9	6.2	2.5	11.1
- COc1ccc(Cn2c(=S)[nH]c3ccccc32)cc1
  0.8	0.1	-7.2	1.4	0.0	-3.2	-5.7	10.7	15.4
- O=C(NC(Cc1ccccc1)C(=O)NC(Cc1ccccc1)C(=O)O)c1ccccc1 (stereo unspecified)
  0.6	6.8	3.1	7.4	-9.6	-0.2	-5.6	1.7	-4.2
- CC1(c2ccc(OC(F)F)cc2)NC(=O)N(CC(=O)Nc2ccc3c(c2)OCO3)C1=O (stereo unspecified)
  -0.3	-2.4	1.3	0.4	-5.4	1.9	-6.5	12.4	14.2
- O=C(CN1CCN(Cc2ccccc2F)C1=O)NCC1CCCO1 (stereo unspecified)
  1.7	7.2	9.4	0.2	-4.1	4.7	2.7	3.4	3.5
- COc1ccc(-n2cc(C(=O)c3ccc4ccccc4c3O)cn2)cc1
  0.3	4.2	5.9	3.4	-2.7	-1.6	-17.5	4.0	-6.3
- COc1ccc(OCC(=O)NNC(=O)c2cccc(O)c2)cc1
  0.2	-7.4	8.6	0.1	-1.6	-0.3	-1.7	2.6	0.9
- Cc1cccc(-n2ncc3c(NCCCn4ccnc4)ncnc32)c1
  -0.3	36.9	19.0	0.2	2.9	0.6	17.7	11.1	5.0
- Oc1c(I)cc(Cl)c2cccnc12
  -3.1	-10.6	5.6	2.2	28.4	-3.0	9.8	6.0	85.0*
- O=C(N/N=C/c1ccco1)C1CC(=O)N(c2ccccc2)C1 (stereo unspecified)
  0.7	3.3	10.2	-0.3	-1.3	0.4	2.0	10.5	0.7
- Cc1cccc(C)c1OCc1nnc(NC(=O)CSc2ccc(Cl)cc2)s1
  0.7	22.5	20.3	1.5	12.5	-1.8	6.1	5.2	82.9*
- CCN1CCN(CCNC(=O)c2ccc(/C=C3\Sc4ccccc4N(Cc4ccccc4F)C3=O)cc2)CC1
  -5.8	15.1	5.3	7.4	-17.3	-3.1	-10.2	22.4	22.7
- CCOCCCNC(=O)C(c1ccc(OC)cc1)N(Cc1cccs1)C(=O)c1ccccc1O (stereo unspecified)
  0.6	-6.8	10.9	-1.0	-11.3	1.4	3.1	0.4	-0.8
- O=C(NCc1ccccn1)c1cccc(NS(=O)(=O)c2cccc(Cl)c2)c1
  1.3	21.9	-7.2	/	-2.1	-1.9	-12.6	7.1	9.4
- COCCn1c(SCC(=O)Nc2cc(C)cc(C)c2)nnc1C(C)C
  -2.1	-2.8	-4.0	-0.2	-4.4	-0.5	-6.3	17.3	16.5
- NC(=S)NNC(=O)c1cc(C(F)(F)F)cc(C(F)(F)F)c1
  0.6	19.8	-4.8	0.4	-34.1	-1.8	-6.1	9.1	0.4
- Cc1cccc(CSC(=N)N)c1
  0.5	-6.2	20.0	3.8	0.7	0.8	21.2	9.7	-15.6
- CCOC(=O)c1c(NC(=O)CN2CCCCC2)sc(C)c1C
  1.2	16.2	7.9	0.4	-2.1	-1.8	2.3	5.8	-5.7
- Cc1cc(C)cc(NC(=O)CSc2ccc(-c3cccs3)nn2)c1
  3.1	-3.0	15.7	0.2	-0.7	-2.4	7.1	9.2	44.8
- CCSc1nnc2c(n1)OC(c1ccc(C(=O)O)cc1)N(C(C)=O)c1ccccc1-2 (stereo unspecified)
  0.0	13.6	16.0	1.4	-22.1	4.1	8.5	1.1	-25.1
- CN1CCN(C(=O)CCCOc2ccc(Cl)cc2Cl)CC1
  -2.5	7.7	18.4	-0.2	0.9	0.8	6.2	6.8	-8.7
- Cc1nn(-c2ncc(C(F)(F)F)cc2Cl)c(=O)n1-c1ccc(F)cc1
  0.4	-4.6	1.6	1.2	1.9	-2.8	-4.3	6.9	-4.3
- COc1ccc(-c2cn[nH]c2-c2ccc(OCc3ccc(F)cc3)cc2O)cc1OC
  -5.0	18.6	2.2	4.3	-2.3	-0.1	1.3	9.2	58.1
- Cc1cc(C)c(NC(=O)CSc2nc3c(c(=O)n2C)SC(C)C3)c(C)c1 (stereo unspecified)
  -1.9	-0.7	12.0	0.9	-9.3	-1.3	4.3	9.8	50.4
- O=C(Nc1cnccn1)c1cccnc1
  1.1	-3.4	-7.3	-0.2	0.0	1.1	3.7	2.1	18.8
- CCN(CC)S(=O)(=O)c1ccc(Oc2ccccc2)cc1
  2.3	12.4	17.0	-1.0	-4.3	1.1	4.1	-0.3	51.5
- O=C(CSc1nnc(-c2ccc(S(=O)(=O)N3CCCC3)cc2)n1CC1CCCO1)NC1CC1 (stereo unspecified)
  0.5	10.2	18.6	-0.3	18.7	-0.7	0.8	9.1	-5.3
- CC(=O)c1cccc(NC(=O)COC(=O)COc2ccc(Cl)cc2)c1
  1.5	33.3	6.0	3.9	-1.6	0.6	0.1	5.8	16.2

A different layout for part of the listing above.
Compound	TNF necrop inh	PPC-1+TRAIL kill	FXIIa inh	L929 necroptosis	Tb hexokinase	Wee1 stabilizer	FXIa inh	PGE2 EP2 inh	CHOP inh
O=C(N/N=C/c1ccco1)C1CC(=O)N(c2ccccc2)C1 (stereo unspecified)	0.7	3.3	10.2	-0.3	-1.3	0.4	2.0	10.5	0.7
Cc1cccc(C)c1OCc1nnc(NC(=O)CSc2ccc(Cl)cc2)s1	0.7	22.5	20.3	1.5	12.5	-1.8	6.1	5.2	82.9*
CCN1CCN(CCNC(=O)c2ccc(/C=C3\Sc4ccccc4N(Cc4ccccc4F)C3=O)cc2)CC1	-5.8	15.1	5.3	7.4	-17.3	-3.1	-10.2	22.4	22.7
CCOCCCNC(=O)C(c1ccc(OC)cc1)N(Cc1cccs1)C(=O)c1ccccc1O (stereo unspecified)	0.6	-6.8	10.9	-1.0	-11.3	1.4	3.1	0.4	-0.8
O=C(NCc1ccccn1)c1cccc(NS(=O)(=O)c2cccc(Cl)c2)c1	1.3	21.9	-7.2	/	-2.1	-1.9	-12.6	7.1	9.4

(more compounds)
Fields: TNF necrop inh	PPC-1+TRAIL kill	FXIIa inh	L929 necroptosis	Tb hexokinase	Wee1 stabilizer	FXIa inh	PGE2 EP2 inh	CHOP inh
- COc1ccc(CC(=O)NC2=NCCS2)cc1
  0.8	19.9	1.5	0.6	-2.1	1.8	-5.9	12.4	-6.3
- Cc1ccc(S(=O)(=O)N2CCN(CC(=O)NC3CCCc4ccccc43)CC2)c(C)c1 (stereo unspecified)
  -0.6	12.8	13.3	0.4	-7.7	-1.9	2.7	4.8	31.9
- NNC(=O)c1ccc(Oc2cc(Cl)cc(Cl)c2)o1
  0.0	7.3	2.2	1.4	0.5	-0.3	-4.5	21.9	3.9
- COc1ccccc1NC(=O)Cc1noc(CSc2nnc(C)s2)n1
  -0.2	4.0	14.2	1.1	-12.6	-2.6	5.9	6.3	27.6
- N#Cc1c(-c2ccco2)cc(-c2cccnc2)nc1N
  -3.3	-2.8	-16.2	72.9	-27.0	-2.2	5.9	5.8	0.2
- CCCCC(=O)NC1(C(F)(F)F)C(=O)N(CC(C)C)C2=C1C(=O)CC(C)(C)C2 (stereo unspecified)
  -3.4	13.7	20.8	-0.3	-0.2	-0.4	1.9	35.7	-6.8
- O=C(Nc1ccc(N2CCOCC2)cc1)Nc1cnsn1
  -0.5	11.5	3.8	-0.1	-0.5	1.3	2.1	7.8	26.3
- COc1cccc(OCC(O)CN2CCC(Cc3ccccc3)CC2)c1 (stereo unspecified)
  -3.6	29.5	8.6	-0.1	2.9	2.6	-2.7	20.0	43.7
- O=C(COc1ccccc1)Nc1ccccc1N1CCCCC1
  -0.9	17.3	11.0	0.3	32.8	-3.4	4.8	11.4&5.2	27.4
- NC(=O)C1CCN(C(=O)CSc2nc3ccccc3s2)CC1
  -0.1	3.7	1.4	-0.3	12.1	-1.3	-6.3	8.7	22.2
- COCC(=O)N(Cc1nc2sc(C)c(C)c2c(=O)[nH]1)C1CCCCC1
  0.9	-1.2	12.1	-0.5	-12.8	5.0	2.7	11.4	-6.9
- Cc1ccc(C(=O)CC(=O)COc2ccc(Cl)cc2C)cc1
  0.4	-5.6	11.6	0.9	29.9	-2.0	5.5	7.8	33.0
- COC(/C=C/Nc1ccc(OC)cc1)=C(C#N)C#N
  -0.5	6.9	8.7	0.1	-4.9	1.5	-1.6	10.0	18.4
- CCC(=O)N1CCc2cc(Br)cc(S(=O)(=O)CC(=O)OC)c21
  -1.0	1.2	-1.8	0.2	-1.8	0.5	-10.7	8.9	-11.9
- Cc1nnc(C)n1/N=C/c1cccc(Oc2ccccc2)c1
  -2.7	18.4	7.2	-0.1	-1.8	2.8	3.1	10.7	15.6
- CN(C)C(=O)CCCCCCCCC(=O)N(C)C
  1.9	-5.3	13.2	-0.6	-3.5	-2.9	4.6	5.1	-6.6
- CCOC(=O)c1cc(-c2ccc(N3CCOCC3)cc2)nn1-c1ccccc1C(=O)O
  4.1	14.4	0.7	1.1	-12.4	3.4	11.9	10.9	7.9
- CC1=Nc2ccccc2N=C(NC(=O)CSC(=S)N2CCCCC2)C1c1ccccc1 (stereo unspecified)
  4.2	13.5	2.7	0.5	-5.3	0.6	-2.7	1.6	-2.2
- Cc1ccc(CN2CCN(/N=C/c3cccs3)CC2)cc1
  0.9	11.4	11.3	0.6	-4.3	-1.1	6.6	9.1	14.9
- CN1C(=O)CC(C(=O)O)SC1=Nc1cccc(C(F)(F)F)c1 (stereo unspecified)
  -4.2	/	10.1	0.1	3.0	-2.4	4.7	7.6	-7.2
